Source: PubChem
PAFAH1B2 FP inh: blocks human PAF acetylhydrolase 1b catalytic subunit 2. actives 1.2% (n = 340,000). P68402. recombinant PAFAH1B2, FP-rhodamine activity probe, fluorescence polarization. inhibition, % at 3.39 µM;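 active = inhibition above the mean of all tested compounds plus 3 SD, cut at about 24% in these data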;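 note: 0% = enzyme with DMSO and 100% = wells lacking PAFAH1B2; many of its hits are not listed in these tables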
Bcl-xL primary: blocks human Bcl-xL binding to Bim BH3 peptide; Q07817; GST-Bcl-xL / FITC-Bim BH3 peptide fluorescence polarization; inhibition, % at 10.9 µM; actives 0.7% (n = 320,000); AID 2129;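 active = inhibition above the mean of all tested compounds plus 3 SD, cutoff set per campaign, cut at about 30% in these data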;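 note: 0% = DMSO wells and 100% = unlabeled Bim-BH3 peptide competitor; inhibitors lower millipolarization by displacing the labeled peptide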
pPAFAH inh: inhibitors of human plasma PAF acetylhydrolase (pPAFAH). inhibition, % at 3.39 µM. AID 463082. Q13093. actives 1.5% (n = 330,000). recombinant pPAFAH, FP-rhodamine probe fluorescence polarization;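 active = inhibition above the mean inhibition across the screen plus 3 SD, cut at about 25% in these data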;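 note: inhibitors block binding of the rhodamine activity-based probe so polarization drops; 0% = enzyme with DMSO and 100% = wells lacking pPAFAH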
Target sequence (Q13093 whole entry, looked up): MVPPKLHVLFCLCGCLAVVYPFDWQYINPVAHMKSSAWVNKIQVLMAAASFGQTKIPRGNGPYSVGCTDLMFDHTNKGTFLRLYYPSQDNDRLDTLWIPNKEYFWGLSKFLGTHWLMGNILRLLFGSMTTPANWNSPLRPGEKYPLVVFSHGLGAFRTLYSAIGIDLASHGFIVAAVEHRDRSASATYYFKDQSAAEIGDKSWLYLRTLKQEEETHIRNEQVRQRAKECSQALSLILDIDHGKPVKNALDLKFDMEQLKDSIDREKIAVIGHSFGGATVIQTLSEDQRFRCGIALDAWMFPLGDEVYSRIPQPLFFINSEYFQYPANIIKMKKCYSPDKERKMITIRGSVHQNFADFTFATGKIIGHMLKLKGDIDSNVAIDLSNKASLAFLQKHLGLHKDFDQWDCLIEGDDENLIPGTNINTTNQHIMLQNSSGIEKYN
MEX-5 binding: C. elegans MEX-5 TCR-2 RNA binding activity; Q9XUB2; activity score (negative = inhibition of binding), % at 10 µM; AID 1832; actives 0.38% (n = 300,000); MEX-5/FITC-TCR2 RNA binding, fluorescence polarization; stronger effect = lower value;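 active = inhibition past about -25% in most replicates, and total fluorescence under double the plate's negative control median, limit read from the data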;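 note: 0% = DMSO and -100% = 5 µM competing unlabeled TCR2 RNA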
AHR act: human AHR activation; activation, % at 5 µM; P35869; AID 2796; AHR-responsive luciferase reporter cells, luminescence; actives 2.5% (n = 320,000); in the data active = activation above about 47%;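 note: 0% = vehicle wells and 100% = reference agonist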
PME-1 inh: blocks human protein phosphatase methylesterase 1. Q9Y570. recombinant PME-1, FP-Rh probe fluorescence polarization. inhibition, % at 5.9 µM. actives 0.53% (n = 320,000);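 active = inhibition above the campaign mean of all compounds plus 3 SD, cut at about 26% in these data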;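 note: competitive labeling of PME-1 active site by serine hydrolase directed probe; 0% = PME-1 with DMSO and 100% = wells lacking PME-1 enzyme; inhibitors block probe labeling so polarization falls and inhibition rises; many of its hits are not listed in these tables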
GLD-1 RNA inh: GLD-1-TGE RNA interaction inhibition (C. elegans). inhibition, % at 5.96 µM. purified GLD-1 + fluorescein TGE RNA, fluorescence polarization. Q17339. actives 0.44% (n = 320,000);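 active = percent inhibition above a per-plate cutoff, the plate mean of test compounds plus 3 SD, cut at about 30% in these data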;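 note: 0% = DMSO wells with GLD-1 and probe and 100% = wells lacking GLD-1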
MCL1 BIM primary: disrupts human MCL1 binding to BIM-BH3 peptide. Q07820. GST-MCL1 / FITC-Bim-BH3 fluorescence polarization. inhibition, % at 10.9 µM. actives 0.68% (n = 320,000);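 active = inhibition above the mean inhibition of all tested compounds plus 3 SD, set per campaign, cut at about 40% in these data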;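 note: 0% = DMSO wells and 100% = unlabeled Bim-BH3 peptide control; higher means more loss of mP so more displacement of Bim peptide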
Target sequence (Q07820 whole entry, looked up): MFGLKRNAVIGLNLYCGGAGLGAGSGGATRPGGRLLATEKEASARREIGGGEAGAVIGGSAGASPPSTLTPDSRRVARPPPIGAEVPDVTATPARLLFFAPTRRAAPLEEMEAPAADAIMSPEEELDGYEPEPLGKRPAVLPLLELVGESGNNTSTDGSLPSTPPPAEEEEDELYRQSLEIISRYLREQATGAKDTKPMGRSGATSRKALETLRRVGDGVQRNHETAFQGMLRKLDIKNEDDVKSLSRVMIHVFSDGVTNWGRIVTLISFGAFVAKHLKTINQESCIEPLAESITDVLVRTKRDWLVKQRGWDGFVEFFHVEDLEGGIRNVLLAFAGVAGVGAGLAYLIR
Fam108B inh: blocks mouse Fam108B hydrolase in RBBP9 counter-screen. recombinant Fam108B, FP-Rh probe fluorescence polarization. inhibition, % at 9.51 µM. actives 0.33% (n = 300,000);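 active = inhibition above the screen mean inhibition plus 3 SD, computed separately per campaign, cut at about 18% in these data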;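 note: inhibitors lower polarization as less probe binds the enzyme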
Active calls of the source: *; · = no result given. These rows are one share of the data; rates above refer to the full screens.

cpd	Molecule	PAFAH1B2 FP inh	Bcl-xL primary	pPAFAH inh	MEX-5 binding	AHR act	PME-1 inh	GLD-1 RNA inh	MCL1 BIM primary	Fam108B inh
1	COc1ccccc1N(CC(=O)NCCSCc1ccco1)S(=O)(=O)c1ccccc1	6	7	3	4.8	-1	5	0	4	-1
2	Nc1ccc(-c2nnc(-c3ccc(N)cc3)o2)cc1	5	5	2	0.8	25	-9	-2	-1	1
3	CCCc1cc(=O)oc2cc(OC(=O)CN3C(=O)NC4(CCCC4)C3=O)ccc12	7	-2	2	2.6	-2	2	-1	-3	0
4	CC1CN(C(=O)CSc2nc(-c3ccc(F)cc3)cs2)CC(C)O1 (stereo unspecified)	9	-1	2	-0.7	-3	-3	-3	-1	0
5	CC1(C)CC(=O)C(C=NCCN2CCNCC2)=C(O)C1	4	1	5	1.4	-1	7	-7	-1	-1
6	O=C(NCc1ccco1)c1ccc2c(=O)n(Cc3ccco3)c(SCC(=O)N3CCCC3)nc2c1	1	4	6	·	0	13	-2	17	-6
7	CCCn1nnnc1NCc1ccccc1OCc1cccs1	1	4	-3	2.6	1	0	6	-1	4
8	Cc1ccc(S(=O)(=O)NCC(=O)N2CCOCC2)cc1	0	4	-3	1.7	-1	0	-4	-4	2
9	CC1CCCN(C(=O)CSc2nc3ccccc3o2)C1 (stereo unspecified)	7	1	2	-2.1	6	-1	-3	-2	0
10	Cc1cc(C)n2nc(C(=O)NNC(=O)c3ccccc3)nc2n1	-1	3	0	-5.3	-1	-2	2	6	0
11	COC(=O)c1cc(Cl)c(NC(=O)c2cc3ccccc3o2)cc1OC	4	7	6	0.1	9	-5	-4	4	0
12	O=C(CCCc1ccccc1)Nc1ccnn1C1CCN(Cc2ccccc2)CC1	5	1	1	3.1	1	-2	3	7	-6
13	COc1cc(CNc2ccc3[nH]c(=O)[nH]c3c2)ccc1OCc1ccc(F)cc1	5	3	10	-0.3	2	-4	0	25	6
14	COc1cc(CNCC(C)C)c(Br)cc1OCC(=O)NCc1ccccc1	6	1	8	0.5	13	-6	5	10	1
15	Cc1ccc(-c2cc[n+](Cc3ccccc3)cc2)cc1	0	3	3	·	2	-1	-1	-3	3
16	Cc1ccc(NC(=O)COC(=O)CCc2nc3ccccc3c(=O)[nH]2)cc1Cl	2	1	3	0.0	0	-2	8	-2	4
17	CN(CCOc1cccc2ccccc12)Cc1ccccc1	5	2	1	2.7	2	5	3	-1	1
18	O=C(NCc1ccc(OC(F)(F)F)cc1)c1cccc2c1C(=O)c1ccc(N3CCC(Cc4ccccc4)CC3)cc1S2(=O)=O	-4	·	4	·	0	·	122*	·	·
19	Cc1cccc(NC(=O)C(=O)NCC2CCCN2S(=O)(=O)c2cccs2)c1C (stereo unspecified)	7	5	7	-1.0	-3	4	-1	1	3
20	O=C(Nc1ccc(O)c2c(=O)cc(-c3cccc(Cl)c3)oc12)c1ccccc1Cl	4	5	2	0.3	9	7	6	2	-4
21	COCCCNC(=O)Nc1ccc(F)cc1F	1	9	4	1.2	-2	-5	0	-2	-1
22	CCn1cc(C(=O)NCCC2=CCCCC2)c(=O)c2cc(S(=O)(=O)N(C)C)ccc21	-2	1	17	0.5	29	-2	1	3	1
23	Cc1ccc(S(=O)(=O)N(C)c2ccc(C(=O)N3CCCCC3)cc2)cc1	7	4	5	0.0	-1	1	11	4	2
24	Cc1cccc(C)c1OCCNC(=O)c1ccc2ccccc2n1	-2	-3	3	3.4	9	1	1	-2	-1
25	CCOc1ccccc1N1CCN(C(=O)c2cccc(-c3ccc(O)cc3)c2)CC1	-4	8	-2	1.1	17	6	2	-7	-2
26	CC(NC(=O)Nc1ccccc1)C(c1cccs1)N1CCOCC1 (stereo unspecified)	1	-1	8	3.0	0	0	-1	-4	8
27	O=C(O)c1ccc(/C=N/Nc2ncc(C(F)(F)F)cc2Cl)cc1	3	-22	1	4.0	4	-1	-7	-14	1
28	Cc1ccc[n+](CC(=O)c2ccccc2)c1	·	-7	11	-1.9	6	2	3	-8	3
29	COc1cc(C(Nc2ccccn2)c2c(NC(=O)c3ccco3)sc(C)c2C)cc(OC)c1OC (stereo unspecified)	1	5	3	1.6	17	3	6	8	-1
30	COc1ccc(CN(C)C(=O)C2CCN(C(=O)Nc3ccccc3)CC2)cc1	0	0	3	0.9	-1	1	0	1	-2

Ordered by the number under Bcl-xL primary (largest number first): 3 of the compounds above.
cpd	molecule	PAFAH1B2 FP inh	Bcl-xL primary	pPAFAH inh	MEX-5 binding	AHR act	PME-1 inh	GLD-1 RNA inh	MCL1 BIM primary
2	Nc1ccc(-c2nnc(-c3ccc(N)cc3)o2)cc1	5	5	2	0.8	25	-9	-2	-1
14	COc1cc(CNCC(C)C)c(Br)cc1OCC(=O)NCc1ccccc1	6	1	8	0.5	13	-6	5	10
26	CC(NC(=O)Nc1ccccc1)C(c1cccs1)N1CCOCC1 (stereo unspecified)	1	-1	8	3.0	0	0	-1	-4

(more compounds)
cpd	Molecule	PAFAH1B2 FP inh	Bcl-xL primary	pPAFAH inh	MEX-5 binding	AHR act	PME-1 inh	GLD-1 RNA inh	MCL1 BIM primary	Fam108B inh
31	Cc1ccc(C2(C(F)(F)F)NC(=O)N3N=C4CCCCCN4C3=C2C#N)cc1 (stereo unspecified)	6	-6	4	-0.8	0	-3	11	0	-2
32	Cc1ccc(S(=O)(=O)N2[C@@H](c3ccccc3)C(C(=O)O)=CC[C@H]2c2ccc3c(c2)OCO3)cc1	14	2	9	·	-2	-4	-2	8	-3
33	CCc1cccc(CC)c1NC(=O)C[n+]1cccc(C(N)=O)c1	3	6	-1	-1.5	-2	0	3	6	0
34	Cc1ccc(C)c2c1cc(C)c1nnc(SCC(=O)N3CCCc4ccccc43)n12	3	6	8	3.9	1	4	4	5	0
35	NC(=O)CSc1nccn1Cc1ccccc1	3	1	2	-0.3	6	2	-1	-7	5
36	COc1ccc2[nH]cc(CCNC(=O)COc3cc(C)cc4oc(=O)cc(C)c34)c2c1	25*	2	3	0.9	4	4	1	2	-1
37	COc1ccc(COC(=O)C2=C(C)NC(=O)NC2c2ccc(OC)cc2)cc1 (stereo unspecified)	2	-3	-6	-3.8	8	1	5	-7	-2
38	CC(C)Oc1ccc(Cn2c(=O)oc3ccccc32)cc1	1	0	5	0.7	0	2	3	-4	-2
39	O=C1CN(C(=O)CNCc2cccc(Cl)c2)c2ccccc2N1	13	2	-1	-3.4	-3	-10	0	-2	-2
40	CC(=O)Nc1ccccc1-c1nnn(CC(=O)Nc2ccc3c(c2)OCCO3)n1	3	2	2	-1.9	4	1	4	-1	0
41	O=C1CC[C@H](O)CCN1[C@H](CSc1ccc(Br)cc1)Cc1ccccc1	19	-2	-3	·	0	10	-8	3	·
42	O=C(NCc1cccs1)c1ccc(Cl)c(S(=O)(=O)N2CCCC2)c1	0	0	1	-1.2	3	0	-8	-2	2
43	C=CCNC(=S)N1CCN(c2cc3c(cc2F)c(=O)c(C(=O)O)cn3CC)CC1	0	4	6	0.6	-1	-1	-1	8	2
44	Cn1c(=O)[nH]c(=O)c2c1nc(CN1CCOCC1)n2Cc1ccccc1	1	4	1	0.1	2	0	2	2	1
45	CN(C)C(=O)C1C2NC(=S)N(c3ccc(Cl)cc3)C1(C)Oc1ccc(Cl)cc12 (stereo unspecified)	3	6	0	0.8	0	-3	4	2	-5
46	COc1ccc2[nH]c(CN3CCN(CCC(C)C)C(CCO)C3)c(C)c2c1 (stereo unspecified)	14	-7	3	2.0	0	-3	-1	0	-1
47	Cc1ccc(S(=O)(=O)N2CCOCC2)cc1C(=O)OC1CCCCC1=O (stereo unspecified)	3	10	2	-1.7	-2	-3	-4	5	-2
48	CCOC(=O)C1CCN(C(=O)CN2C(=O)C(CC)Oc3ccccc32)CC1 (stereo unspecified)	-2	5	-2	1.8	1	-4	1	5	0
49	O=C1NC(=Nc2ccc(Cl)cc2)/C(=C/c2ccco2)S1	-2	59*	13	-4.5	8	-3	5	90*	-3
50	Cc1sc2ncn(CC(=O)NCCCN3CCC(C)CC3)c(=O)c2c1S(=O)(=O)N1CCC(C)CC1	3	-5	0	-2.2	0	-2	-2	-5	-1
51	C=CCSc1nnc2nc3[nH]c4c(C)cccc4c3nn12	-3	5	5	-4.6	105*	2	-3	8	-4
52	Cn1c(CN2CCOCC2)nnc1SCC(=O)Nc1nccs1	2	0	-1	-0.3	-1	6	7	0	6
53	CC1CCCCC12NC(=O)N(CC(=O)NC(=O)Nc1ccc3c(c1)OCCO3)C2=O (stereo unspecified)	-1	0	7	-0.4	30	8	-1	3	8

Rewritten with two lines to a compound: entries from further up
The line under a structure holds: PAFAH1B2 FP inh	Bcl-xL primary	pPAFAH inh	MEX-5 binding	AHR act	PME-1 inh	GLD-1 RNA inh	MCL1 BIM primary	Fam108B inh
[35] NC(=O)CSc1nccn1Cc1ccccc1
→ 3	1	2	-0.3	6	2	-1	-7	5
[33] CCc1cccc(CC)c1NC(=O)C[n+]1cccc(C(N)=O)c1
→ 3	6	-1	-1.5	-2	0	3	6	0
[51] C=CCSc1nnc2nc3[nH]c4c(C)cccc4c3nn12
→ -3	5	5	-4.6	105*	2	-3	8	-4

GLD-1 RNA inh, hit marks shown above.
entry	SMILES	PAFAH1B2 FP inh	Bcl-xL primary	pPAFAH inh	MEX-5 binding	AHR act	PME-1 inh	GLD-1 RNA inh	MCL1 BIM primary
18	O=C(NCc1ccc(OC(F)(F)F)cc1)c1cccc2c1C(=O)c1ccc(N3CCC(Cc4ccccc4)CC3)cc1S2(=O)=O	-4	·	4	·	0	·	122*	·
